Source: PubChem BioAssay
AGP1-GFP MLPCN: alters AGP1-GFP fluorescence in TOR pathway yeast screen | GFP response vs DMSO, % at 10 µM | S. cerevisiae AGP1-GFP multiplex flow cytometry, 3 h; GFP as percent of DMSO wells | 320,000 compounds, 0.02% hits;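 active means GFP response relative to DMSO above a set limit, near screen average plus 3 SD, cut at about 150% in these data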;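 further: median GFP channel fluorescence of the gated AGP1 strain per well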
Bcl-xL primary: Bcl-xL (human) inhibition; Q07817; 320,000 compounds, 0.7% hits; GST-Bcl-xL / FITC-Bim BH3 peptide fluorescence polarization; inhibition, % at 10.9 µM;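 active means inhibition above the mean of all tested compounds plus 3 SD, cutoff set per campaign, cut at about 30% in these data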;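 further: 0% = DMSO wells and 100% = unlabeled Bim-BH3 peptide competitor; inhibitors lower millipolarization by displacing the labeled peptide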
Target sequence (Q07817 whole entry, looked up): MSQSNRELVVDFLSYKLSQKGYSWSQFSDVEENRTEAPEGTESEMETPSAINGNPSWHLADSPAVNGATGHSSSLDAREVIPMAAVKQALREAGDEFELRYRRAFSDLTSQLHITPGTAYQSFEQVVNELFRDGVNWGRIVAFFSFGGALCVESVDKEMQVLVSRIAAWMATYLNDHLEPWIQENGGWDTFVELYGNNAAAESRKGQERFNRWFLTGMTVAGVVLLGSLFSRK
GRK2 aptamer HTS: human GRK2 inhibition via aptamer displacement. 330,000 compounds, 0.59% hits. AID 488847. P25098. inhibition of aptamer binding, % at 10 µM. bead flow cytometry, FAM-aptamer displacement from GRK2;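 active means inhibition of aptamer binding above 40%, roughly 3 SD of noise, on plates passing a quality check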;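 further: median bead fluorescence of bound FAM aptamer so fluorescent compounds give negative values; no value below 0 was filed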
CIT2 TOR yeast: alters CIT2-GFP fluorescence in TOR pathway yeast screen. S. cerevisiae CIT2-GFP strain, flow cytometry, 3 h; 100 means same as DMSO wells. 320,000 compounds, 0.065% hits. GFP response vs DMSO, % at 10 µM;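 active means GFP response relative to DMSO above a set limit, near the screen mean plus 3 SD, cut at about 150% in these data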;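 further: ratio of well median GFP fluorescence to mean of DMSO wells on the plate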
MEX-5 binding: C. elegans MEX-5 TCR-2 RNA binding activity; Q9XUB2; MEX-5/FITC-TCR2 RNA binding, fluorescence polarization; stronger effect = lower value; activity score (negative = inhibition of binding), % at 10 µM; 300,000 compounds, 0.38% hits; AID 1832;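 active means inhibition past about -25% in most replicates, and total fluorescence under double the plate's negative control median, limit read from the data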;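 further: 0% = DMSO and -100% = 5 µM competing unlabeled TCR2 RNA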
GLD-1 TGE inh: GLD-1-TGE RNA interaction inhibition (C. elegans); 320,000 compounds, 0.44% hits; inhibition, % at 5.96 µM; Q17339; AID 2280; purified GLD-1 + fluorescein TGE RNA, fluorescence polarization;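 active means percent inhibition above a per-plate cutoff, the plate mean of test compounds plus 3 SD, cut at about 30% in these data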;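 further: 0% = DMSO wells with GLD-1 and probe and 100% = wells lacking GLD-1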
Target sequence (Q17339 whole entry, looked up): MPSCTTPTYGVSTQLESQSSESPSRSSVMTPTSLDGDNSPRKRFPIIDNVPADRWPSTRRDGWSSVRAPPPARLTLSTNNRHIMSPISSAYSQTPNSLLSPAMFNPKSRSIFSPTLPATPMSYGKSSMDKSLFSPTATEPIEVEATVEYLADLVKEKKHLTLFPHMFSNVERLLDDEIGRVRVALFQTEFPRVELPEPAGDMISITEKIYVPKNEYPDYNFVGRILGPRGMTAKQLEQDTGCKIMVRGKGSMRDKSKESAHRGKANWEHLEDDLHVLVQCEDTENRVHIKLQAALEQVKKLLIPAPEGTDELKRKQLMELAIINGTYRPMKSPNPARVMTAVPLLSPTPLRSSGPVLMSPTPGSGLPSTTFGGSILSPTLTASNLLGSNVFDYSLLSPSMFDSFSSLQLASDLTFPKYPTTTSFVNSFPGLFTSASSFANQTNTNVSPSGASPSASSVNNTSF
Yeast superoxide: caloric restriction mimetics inhibiting age-related superoxide in yeast | S. cerevisiae aged cells, superoxide DHE fluorescence; stronger effect = lower value | superoxide response (% of plate mean), % at 10 µM | 330,000 compounds, 0.18% hits;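 active means superoxide response under a set limit, about three screen SD below normal, cut at about 65% in these data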;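 further: yeast aged for seven days with compound at 30 °C before DHE staining; 100% = average MFI of all compound-treated wells on the plate with controls excluded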
VLA-4 inh: inhibition in a human VLA-4 binding assay; 330,000 compounds, 0.2% hits; AID 2557; VLA-4 expressing cells, ligand binding flow cytometry; inhibition, % (about 7 µM as worked out from the volumes in the protocol); P13612; in the data active means inhibition above about 50%
MCL1-BIM inh: inhibitors of human MCL1 binding to BIM-BH3 peptide; Q07820; GST-MCL1 / FITC-Bim-BH3 fluorescence polarization; inhibition, % at 10.9 µM; 320,000 compounds, 0.68% hits;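 active means inhibition above the mean inhibition of all tested compounds plus 3 SD, set per campaign, cut at about 40% in these data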;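 further: 0% = DMSO wells and 100% = unlabeled Bim-BH3 peptide control; higher means more loss of mP so more displacement of Bim peptide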
Target sequence (Q07820 whole entry, looked up): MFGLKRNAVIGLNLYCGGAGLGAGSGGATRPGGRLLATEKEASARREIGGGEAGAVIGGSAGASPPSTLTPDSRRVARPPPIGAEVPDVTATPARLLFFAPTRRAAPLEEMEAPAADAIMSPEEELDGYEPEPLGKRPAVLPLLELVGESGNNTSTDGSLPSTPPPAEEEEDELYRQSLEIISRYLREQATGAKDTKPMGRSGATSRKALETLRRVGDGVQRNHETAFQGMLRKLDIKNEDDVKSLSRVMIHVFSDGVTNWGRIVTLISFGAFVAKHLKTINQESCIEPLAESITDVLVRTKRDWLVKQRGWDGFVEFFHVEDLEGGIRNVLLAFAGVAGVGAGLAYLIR
* = called active by the depositor; · = no result given.

SMILES	AGP1-GFP MLPCN	Bcl-xL primary	GRK2 aptamer HTS	CIT2 TOR yeast	MEX-5 binding	GLD-1 TGE inh	Yeast superoxide	VLA-4 inh	MCL1-BIM inh
Cc1cccc(NS(=O)(=O)c2cc(C(=O)NCc3ccccn3)ccc2C)c1	91	·	1	108	0.8	·	91	20	·
CCc1ccc(NC(=O)[C@H](C)NC(=O)C2CCN(C(=O)[C@@H](N)CC(C)C)CC2)cc1	102	1	0	101	-0.7	-3	98	4	-3
COc1ccccc1CN1CCNC(=O)C1CC(=O)NCCCn1cccn1 (stereo not given)	105	5	0	102	-2.7	9	83	10	13
CC(Sc1nccn1C)C(=O)Nc1ccc(C(N)=O)cc1 (stereo not given)	109	2	2	101	0.7	-5	103	21	3
CCOc1ccc(C(CC(=O)O)NC(=O)C23CC4CC(CC(C4)C2)C3)cc1OC (stereo not given)	115	2	0	110	-0.5	-2	103	1	-2
CCOc1ccc(NC(=S)NCc2ccc3[nH]c(C)cc3c2)cc1	94	2	1	102	-4.2	2	117	0	8
CC1(C)CC(N=C2C([N+](=O)[O-])=CC=C3C2=NC2(CCCCC2)N3O)CC(C)(C)N1	104	2	5	103	1.8	0	111	3	-2
Cc1ccc(NC(=O)c2cc(C)no2)cc1	99	1	1	99	1.6	-3	88	3	-3
O=C(NCCNCCO)C1(C(F)(F)F)C/C(=C\Cc2ccccc2)CCCO1 (stereo not given)	101	4	0	96	1.1	5	101	-1	12
CCOC(=O)N1CCC(NC(=O)CSCc2nc(-c3ccc(OCC)cc3)oc2C)CC1	98	1	2	93	-2.0	-8	91	-3	0
CC(=O)NC(Cc1ccc(F)c(F)c1)C(=O)NC1CCN(C(=O)c2ccc(C)cc2)CC1 (stereo not given)	101	-4	1	102	-0.9	-5	108	-1	-15
O=C(NCc1cccnc1)c1ccccc1Br	103	2	0	104	-0.2	4	105	-12	8
O=C(CSc1ncnc2c1oc1ccccc12)Nc1ccc2c(c1)OCCO2	102	4	0	103	0.1	0	99	14	2
O=C(COC(=O)c1ccccc1S(=O)(=O)N1CCCCC1)NCC(F)(F)F	103	-2	0	110	2.7	2	101	-2	0
CSc1nnc(SCC2=NNC(=O)SC2)s1	95	-2	1	97	0.1	5	101	-13	0
Cc1ccc2c(c1)SC1=NC(c3ccccc3)(C(F)(F)F)NC(=O)N12 (stereo not given)	105	-1	2	105	1.6	7	94	-6	-6
COc1ccc(/C=C(\NC(=O)c2cccs2)C(=O)NN)cc1OC	104	·	2	108	2.9	·	101	-1	·
CC(C)(C)CC(=O)NCCc1csc(-c2ccccc2)n1	98	4	3	90	·	2	107	1	-4
CCc1ccccc1NS(=O)(=O)c1ccc2c(c1)C(C)(C)C(=O)N2C	99	2	0	101	0.5	4	101	-6	3
Cc1c(NC(=O)OCCNC(=O)Nc2ccccc2)sc(=S)n1C	107	4	0	107	-1.3	0	97	-5	4
Cc1cccc(N(Cc2cc3ccccc3[nH]c2=O)C(=O)c2ccco2)c1C	103	4	1	102	-1.0	6	106	4	-1
O=C1CNC(=O)N1c1ccc(Cl)cc1	102	2	3	107	-0.1	2	103	-1	3
CC(C(=O)Nc1ccc(F)c(F)c1F)N(C)CCOc1ccccc1 (stereo not given)	103	1	0	105	-0.4	-1	111	1	8
CCCC(=O)Nc1ccc(Cl)c(NC(=S)NC(=O)C(C)C)c1	101	7	1	98	-0.1	-1	110	16	12
COc1ccccc1NC(=O)CN1C(=O)COc2ccc(S(=O)(=O)N3CCCCCC3)cc21	96	2	0	101	0.5	5	112	6	9
COC(=O)C[C@H](NC(=O)Cn1cnc2c(SC)nc(N)nc21)C(=O)OC	93	·	0	96	·	3	103	-29	·
COc1ccc(CNC(=O)c2ccccc2SC)cc1	98	2	2	106	-3.0	-6	94	0	-2
OC(CN1CCCCC1)CN1CCCCC1	104	4	0	113	1.0	1	93	-63	1
Cc1ccccc1CNc1ccc(C(CC(N)=O)NC(=O)c2ccccc2)cc1[N+](=O)[O-] (stereo not given)	77	-12	7	71	2.9	-3	110	-3	-12
Cc1ccc(S(=O)(=O)NC(=O)NC(C)(C)C)cc1	91	5	2	98	-2.0	2	106	-20	3
COc1ccc(/C=N/NC(=O)c2ccco2)cc1Cn1nc(C)cc1C	103	2	0	104	-2.8	-9	116	6	-5
Cc1cccc(C)c1NC(=O)CNC(=O)C(C)N1CCCCC1 (stereo not given)	93	-1	1	94	·	0	107	8	0
O=C(c1ccc(Cl)c(S(=O)(=O)N2CCCCC2)c1)N1CCCCCC1	95	2	6	95	2.4	7	89	11	5
CC(C)C(OC(=O)c1cccs1)C(=O)NCc1ccccc1 (stereo not given)	98	1	0	93	-4.7	6	102	-22	-3
COc1ccc(S(=O)(=O)N(C)c2ccc(C(=O)NCc3ccccn3)cc2)cc1OC	97	-1	0	102	-0.9	8	83	5	-2
CC(C)(C)NC(=O)CN(C(=O)CCC(=O)Nc1nccs1)c1ccc2c(c1)OCCO2	99	4	2	104	1.8	-14	104	2	-3
COC(=O)c1cc(CSc2nnc(-c3ccccc3)c(-c3ccccc3)n2)oc1C	103	4	3	104	2.3	0	96	-2	-2
Cc1ccc(C2C(C#N)=C(N)OC3=C2C(=O)CCC3)s1 (stereo not given)	99	4	2	102	0.7	-3	107	11	-2
COc1ccc(OC)c(N/C(=N/c2nc(C)cc(C)n2)NC(C)=O)c1	105	2	0	95	-0.4	4	85	0	7
NS(=O)(=O)c1ccc(CCNC(=O)COC(=O)/C=C/c2ccc(Cl)cc2)cc1	95	-5	0	98	-2.2	6	91	-2	1
Clc1cccc(CSc2nnc([C@@H]3CCCN3)o2)c1	102	6	2	104	-1.4	-2	105	-9	10
COc1ccc(/C=N/N2CCOCC2)cc1OCc1ccccc1	84	-1	0	·	2.2	3	108	-3	-3
CCOC(=O)N1CCC(N2Cc3cccc(C(=O)Nc4ccc(OCC)cc4)c3C2=O)CC1	109	5	0	100	-1.1	6	94	-11	-5
O=C(c1ccc(CNS(=O)(=O)c2cccc(Cl)c2)cc1)N1CCCCC1	92	-2	1	92	0.7	3	95	-4	-3
C/C(=N/NC(=O)c1ccncc1)c1ccc2c(c1)OCO2	97	3	2	100	0.7	4	101	6	7
Cc1c(Cl)cccc1NC(=O)CN1CCC(C(O)(c2ccccc2)c2ccccc2)CC1	104	4	0	100	-1.0	9	93	27	-2
COc1cccc(Oc2ccc(C(F)(F)F)cc2NC(=O)CN2C(=O)NC3(CCCC3)C2=O)c1	96	·	0	106	·	2	104	0	·
COc1cc(OC)c(NC(C)C(=O)NCc2ccccc2)cc1Cl (stereo not given)	105	-5	1	105	-0.1	6	97	5	-6
S=c1[nH]nc(-c2cccnc2)n1/N=C/C(Cl)=C\c1ccccc1	97	-35	0	97	1.1	-2	88	22	-14
Cc1ccccc1C(=O)Nc1ccc(-c2nnc(SC(C)C(=O)O)n2C)cc1 (stereo not given)	103	2	1	97	0.6	-7	98	10	-5
CCCCCCCCCCCCOC1OC(CO)C(O)C(O)C1NC(C)=O (stereo not given)	111	-1	6	117	-1.0	0	97	4	5
CCOC(=O)c1sc(N)c(C#N)c1COC(=O)C1=COCCO1	104	-21	0	98	·	-20	110	-7	-37
CC(C)(C)c1nc2ccccc2[nH]1	95	4	3	86	2.5	1	104	13	0
CC[C@]12c3[nH]c4ccccc4c3CCN1C(=O)C(CC(=O)NCCCn1ccnc1)C[C@@H]2C(=O)N1CCN(C(=O)C2CC2)CC1 (stereo not given in full)	106	·	2	103	·	-1	91	45	·
COC(=O)c1ccc(Oc2nc(SC)nc(N(C)C)n2)cc1	96	1	0	93	0.8	-2	101	14	-10
N#CCCN1CCN(S(=O)(=O)c2ccc(S(=O)(=O)N3CCCCCC3)cc2)CC1	106	-3	1	102	-1.7	4	96	-20	-4
O=C(CCc1nc2ccccc2c(=O)[nH]1)Nc1cc(C(F)(F)F)ccc1N1CCCC1	99	6	0	90	·	1	112	17	6
COc1ccc(N2CC(C(=O)N[C@@H](C)C(=O)N3CCCCC3)CC2=O)cc1 (stereo not given in full)	102	-1	0	111	-0.2	0	104	-3	4
COc1cccc(CC2(CO)CCN(Cc3ccc4cccc(F)c4n3)CC2)c1	104	-2	0	98	-1.1	-5	100	1	-8
Cc1ccc(N(C(=O)C(F)(F)F)C(C(=O)NC2CCCCC2)c2cccs2)cc1C (stereo not given)	102	4	0	107	2.2	-1	107	-7	3

Two of the compounds above, with two lines to a compound:
Below each compound: AGP1-GFP MLPCN | Bcl-xL primary | GRK2 aptamer HTS | CIT2 TOR yeast | MEX-5 binding | GLD-1 TGE inh | Yeast superoxide | VLA-4 inh | MCL1-BIM inh
- Cc1c(Cl)cccc1NC(=O)CN1CCC(C(O)(c2ccccc2)c2ccccc2)CC1
  104 | 4 | 0 | 100 | -1.0 | 9 | 93 | 27 | -2
- COc1cccc(Oc2ccc(C(F)(F)F)cc2NC(=O)CN2C(=O)NC3(CCCC3)C2=O)c1
  96 | · | 0 | 106 | · | 2 | 104 | 0 | ·

Following part
SMILES	AGP1-GFP MLPCN	Bcl-xL primary	GRK2 aptamer HTS	CIT2 TOR yeast	MEX-5 binding	GLD-1 TGE inh	Yeast superoxide	VLA-4 inh	MCL1-BIM inh
COc1ccc(S(=O)(=O)N2CCN(CCO)CC2)cc1-c1nnc2c3ccccc3c(C)nn12	107	-1	1	102	1.7	10	107	-9	-1
Cc1cc(NC(=O)CSc2ccc3nnc(CCNS(=O)(=O)c4ccccc4)n3n2)no1	101	-2	5	104	-0.6	-2	87	1	2
COc1ccc(CCNC(=O)c2ccc(Cl)c(S(=O)(=O)N(C)c3ccccc3)c2)cc1	92	0	22	91	-0.1	-3	90	22	3
Cc1cc(C)nc(N2CCC(C(=O)Nc3nnc(C)s3)CC2)n1	100	5	0	103	0.1	5	97	3	3
O=C(C1CCCN1S(=O)(=O)c1ccc(Br)cc1)N1CCOCC1 (stereo not given)	99	4	0	97	0.6	1	88	5	1
Cc1nn(-c2ccccc2)c(NC(=O)C(C)C)c(-c2ccccc2)c1=O	110	1	2	115	-0.3	0	103	-5	1
COc1cc(-c2noc(CCCC(=O)Nc3cccnc3)n2)cc(OC)c1OC	97	0	·	100	1.3	1	77	-10	-3
COc1ccc(-c2cc3c(=O)n(CC(=O)N4CCCCC4)ncn3n2)cc1	89	-1	2	89	0.8	10	107	5	-3
CC1C(=O)N2CCCc3cc(S(=O)(=O)N(C)CCC#N)cc1c32 (stereo not given)	110	0	3	116	0.7	6	94	-3	11
COc1ccc(/[N+]([O-])=C/c2ccoc2)cc1	97	8	4	102	·	3	110	3	6
Cc1cc(C=C2C(=O)CCCC2=O)c(C)n1-c1ccccc1	95	19	4	85	0.8	5	99	-10	24
Cc1ccc(C(=O)COC(=O)CNC(=O)c2ccc(Br)o2)cc1[N+](=O)[O-]	108	6	11	102	-1.9	-5	119	-6	7
COc1ccc(Nc2ccc(S(=O)(=O)N3CCCCC3)cc2[N+](=O)[O-])cc1Cl	114	4	2	115	-1.0	1	94	10	1
Cc1ccccc1NC(=O)C1C2C=CC(C3CC23)C1C(=O)O (stereo not given)	63	2	0	97	0.3	2	108	-55	4
CC(=O)O[C@@]1(C)C[C@@H](O)[C@]2(O)C=CO[C@@H](O[C@@H]3O[C@H](CO)[C@@H](O)[C@H](O)[C@H]3O)[C@@H]21	97	5	0	96	·	0	105	0	6
O=C(Nc1ccc(S(=O)(=O)Nc2ncccn2)cc1)c1ccc(Br)s1	107	5	0	105	-0.2	5	105	-4	4
